Bioassay records from PubChem.
KCNQ2 block = KCNQ2 channel blockers in CHO-K1 cells – cell-based, FluxOR thallium flux, B-score, primary screen (AID 2156) | 20 min; stronger effect = lower value | B-score at 10 µM | O88943 | 310,000 compounds, 1.1% hits;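 active = fluorescence ratio B-score at most minus 3 library SDs, with starting brightness B-score within 2 library SDs, cut at about -5.5 in these data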
Kir21 inh = blocks the mouse Kir2.1 inward-rectifier potassium channel; P35561; HEK293-Kir2.1, FluxOR thallium flux fluorescence; stronger effect = lower value; B-score at 10 µM; 310,000 compounds, 0.85% hits; AID 1672;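 active = fluorescence ratio B-score at or below minus 3 SD of library scores, with starting-brightness B-score within 2 SD, cut at about -4.2 in these data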;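 also: channel flux triggered by added potassium and thallium sulfate stimulus; B-score of peak minus minimum fluorescence over baseline after thallium stimulus; more negative B-score means stronger Kir2.1 block with less thallium influx; some compounds called inactive have numbers as strong as hits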
Target sequence (P35561 whole entry, looked up): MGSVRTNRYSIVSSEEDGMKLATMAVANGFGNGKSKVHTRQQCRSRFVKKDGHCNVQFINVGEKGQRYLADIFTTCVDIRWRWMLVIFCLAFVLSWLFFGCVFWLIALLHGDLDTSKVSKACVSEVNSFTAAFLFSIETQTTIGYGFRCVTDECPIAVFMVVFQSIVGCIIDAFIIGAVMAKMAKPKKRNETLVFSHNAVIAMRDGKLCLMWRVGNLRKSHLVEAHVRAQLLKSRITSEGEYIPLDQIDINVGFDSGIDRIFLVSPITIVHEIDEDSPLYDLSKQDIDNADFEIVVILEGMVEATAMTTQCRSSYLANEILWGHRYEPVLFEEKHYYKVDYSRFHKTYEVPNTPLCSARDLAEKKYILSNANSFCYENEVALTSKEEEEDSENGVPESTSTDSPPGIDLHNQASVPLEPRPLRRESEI
Active calls of the source: *; i = inactive.

KCNQ2 block | Kir21 inh | canonical_smiles
i | 0 | CC(=O)c1ccc(N2CCN(C(=O)c3cc4c(C)nc5ccccc5c4o3)CC2)cc1
i | -2.3 | O=C(CN1CCC(NC(=O)Nc2ccc(F)cc2)CC1)Nc1ccccc1[N+](=O)[O-]
i | 1.4 | CN(CCCNC(=O)C1CCCN(S(=O)(=O)c2cnc[nH]2)C1)c1ccccc1 (stereo unspecified)
i | 0.02 | CCCCNc1nc(CC(C)=O)ns1
i | 1 | CCOc1ccc(N2C(=O)CC(N3CCN(c4ccc(C(=O)c5ccncc5)cc4)CC3)C2=O)cc1 (stereo unspecified)
i | 2 | Cc1cccc(C(=O)Nc2ccc(S(=O)(=O)Nc3nc(C)cc(C)n3)cc2)c1
i | 0.63 | Cc1ccc(-n2ncc3c(SCC(=O)NNC(=O)c4ccco4)ncnc32)cc1
i | 0.66 | COc1ccc2[nH]c3c(Cl)ncnc3c2c1
i | 0.62 | CCOC(=O)N1CCN(C(=O)Cn2ccc3ccccc3c2=O)CC1
i | -0.56 | N#Cc1cnn2ccc(-c3ccc4c(c3)CCC4)nc12
i | 0.67 | COCCCNC(=S)N1CCN(c2ccccc2)CC1
i | -2 | CNCCCOc1cccc(Oc2ccccc2)c1
i | 0.25 | FC(F)(F)c1cc(N2CCNCC2)c2ccccc2n1
i | 0.02 | CC(C)(C)OC(=O)NNC(=O)NC12CC3CC(CC(C3)C1)C2
i | 0.01 | COc1ccc(CCNc2ncccc2C#N)cc1OC
i | -0.26 | Cc1occc1C(=O)N1CCC2(CCCN(Cc3ccc(F)c(F)c3)C2)C1 (stereo unspecified)
i | 0.01 | COc1ccc(NC(=O)C23CC4CC(C2)CC(n2cnc(Br)n2)(C4)C3)cc1OC
i | -0.22 | Cc1ccccc1C(=O)NC(CC(C)C)C(=O)Nc1ccc(F)c([N+](=O)[O-])c1 (stereo unspecified)
i | -0.22 | O=C(NCc1ccco1)c1ccc(COc2ccccc2Cl)cc1
i | 1.4 | C/C(=N/NS(=O)(=O)c1ccc(C)cc1)c1ccc2c(c1)OCO2
i | -1.4 | COc1ccc(N(CC(=O)Nc2cc(C)on2)S(=O)(=O)c2cc(C)ccc2C)cc1
i | -0.05 | CCN(CC(=O)Nc1cccc(F)c1)CC(=O)Nc1ccccc1OC
i | -0.49 | CCc1nnc(NC(=O)C2CC(=O)N(C3CCCCC3)C2)s1 (stereo unspecified)
i | -0.37 | CN(CC(=O)Nc1ccc(F)cc1)C(=O)COC(=O)COc1ccc(C#N)cc1
i | 0.75 | COc1cc(C(=O)NCC(=O)NC(C)CCc2ccccc2)cc(OC)c1OC (stereo unspecified)
i | 0.16 | CC(=O)OCc1cc2cc(C)ccc2[nH]c1=O
i | 0.35 | CCN(CC)S(=O)(=O)c1ccc(C(=O)NCC(=O)N/N=C/c2ccccc2OC)cc1
i | -1.4 | N#CCCSc1ccccc1NC(=O)c1cc(=O)c2ccccc2o1
i | 2.7 | CC1CCCCN1CCCNc1c(C=O)c(=O)[nH]c2ccccc12 (stereo unspecified)
i | -0.07 | N#Cc1c(NCCCO)nc(-c2ccco2)c2c1CCCC2

Ordered by length of the SMILES (lowest first): part of the list above.
KCNQ2 block | Kir21 inh | canonical_smiles
i | 0.01 | COc1ccc(CCNc2ncccc2C#N)cc1OC
i | -0.05 | CCN(CC(=O)Nc1cccc(F)c1)CC(=O)Nc1ccccc1OC
i | 0.75 | COc1cc(C(=O)NCC(=O)NC(C)CCc2ccccc2)cc(OC)c1OC (stereo unspecified)

The listing continues.
KCNQ2 block | Kir21 inh | canonical_smiles
i | -0.66 | COc1cc(/C=C(\C#N)c2ccccn2)cc(OC)c1O
i | -0.27 | Cc1nccn1CC(=O)N/N=C/c1c[nH]c2ccccc12
i | -1.7 | Cc1cc(N2CCCCC2)nc(-c2ccc(Br)cc2)n1
i | 1.4 | CCC(C)C(NC(=O)c1ccccc1NC(=O)c1ccc(C)cc1)C(=O)O (stereo unspecified)
i | 3 | CCCn1nnc(NC(=S)NC(=O)C(C)(C)C)n1
i | -0.53 | CCOC(=O)C(C(=O)OCC)C1CCS(=O)(=O)C1 (stereo unspecified)
i | -1.7 | Cc1ccc(NC(=S)N(Cc2ccccc2)Cc2cccs2)c(C)c1
i | -0.95 | CC1CC(C)CN(C(=O)COC(=O)c2cc([N+](=O)[O-])ccc2N2CCOCC2)C1 (stereo unspecified)
i | -0.24 | CCOC(=O)c1cc(-c2cccs2)[nH]n1
i | -0.67 | C=CCOc1c(Cl)cc(CNc2nccs2)cc1OC
i | 0.01 | O=c1c2c(-c3ccc(Cl)cc3)csc2nc2n1CCC2
i | 0.25 | Cc1[nH]c(C(=O)N/N=C/c2ccc(C(=O)O)cc2)c(C)c1C(=O)N/N=C/c1ccc(C(=O)O)cc1
i | -1.5 | O=C1c2ccccc2C(=O)N1c1ccc(S(=O)(=O)N2CCCCC2)cc1
i | 0.64 | Cn1ncc(Oc2ccc([N+](=O)[O-])cc2)c(Cl)c1=O
i | -0.27 | COc1ccc(S(=O)(=O)N2CCCC(C(=O)NCc3ccncc3)C2)cc1Cl (stereo unspecified)
i | 0.45 | COc1ccc(CNC(=O)/C=C/c2ccc(S(=O)(=O)NCc3ccco3)cc2)cc1OC
i | -0.01 | COc1cc(NC(=O)c2cc(C(C)C)on2)cc(OC)c1OC
i | 0.45 | O=C(CC12CC3CC(CC(C3)C1)C2)NCC(=O)OCc1cc(=O)oc2ccc3ccccc3c12
i | 0.85 | Cc1noc(/C=C/c2ccco2)c1S(=O)(=O)N1CCC(C(=O)N2c3ccccc3CC2C)CC1 (stereo unspecified)
i | -1.2 | CC(C)CCn1c(CN2CCN(C(=O)c3ccco3)CC2)nc2c1c(=O)n(C)c(=O)n2C
i | -0.67 | Cn1cc(C(=O)c2ccc(Cl)cc2Cl)cc1C(=O)N/N=C(\N)COc1ccc(Cl)cc1
i | -1.2 | CN1CCN(C(=O)CCN2C(=O)/C(=C\c3ccccc3F)SC2=S)CC1
i | 0.76 | COc1ccc(Cl)cc1C(=O)Nc1nc(C)cc(C)n1
i | 1.9 | CC(C(=O)NC1CCCCCC1)c1ccc([N+](=O)[O-])cc1 (stereo unspecified)
i | -1.6 | CC(C)c1ccc(S(=O)(=O)N2CCN(C(=S)NCc3ccco3)CC2)cc1
i | 0.44 | Cc1nn(-c2cc(C)c3ccccc3n2)c2c1C1C(C2)C1(C)C (stereo unspecified)
i | -1.7 | CCOC(=O)CN1C(=N)N(c2nc(NC(C)C)nc(OC)n2)CC1=O
i | 0.05 | Nc1ccc(-c2nc3ccccc3[nH]2)cc1
i | -0.04 | CCOC(=O)C1(Cc2ccccc2)CCCN(S(=O)(=O)N(C)C)C1 (stereo unspecified)
i | 2 | O=C(Nc1ccc(S(=O)(=O)Nc2nccs2)cc1)c1ccc(N2C(=O)c3ccccc3C2=O)cc1

Entries of single compounds as entered above:
Cc1ccc(NC(=S)N(Cc2ccccc2)Cc2cccs2)c(C)c1 is listed as KCNQ2 block = i; Kir21 inh = -1.7
CCOC(=O)C(C(=O)OCC)C1CCS(=O)(=O)C1 (stereo unspecified) is listed as KCNQ2 block = i; Kir21 inh = -0.53

The main list resumes with the 2 entries that preceded the break.
KCNQ2 block | Kir21 inh | canonical_smiles
i | -0.04 | CCOC(=O)C1(Cc2ccccc2)CCCN(S(=O)(=O)N(C)C)C1 (stereo unspecified)
i | 2 | O=C(Nc1ccc(S(=O)(=O)Nc2nccs2)cc1)c1ccc(N2C(=O)c3ccccc3C2=O)cc1
i | -1.5 | CC(C)N1CC(C(=O)Nc2ccc(S(=O)(=O)N3CCCCC3)cc2)CC1=O (stereo unspecified)
i | -0.02 | O=C(/C=C/c1ccco1)Nc1ccccc1C(=O)Nc1cccc(C(=O)O)c1
i | 0.08 | COc1ccc(-c2[nH]nc3oc(=O)c(CCO)c(C)c23)cc1
i | -0.15 | O=C(Cc1ccccc1)Nc1nc(-c2cccs2)cs1
i | -0.04 | CCc1nnc(/N=C/c2c(O)n(-c3ccc(Cl)cn3)c(=O)c3ccccc23)s1
i | 0.49 | CCC1=[N+](C)c2cccc3cccc(c23)N1C
i | 0.38 | COc1ccccc1/C=C(/CC(=O)NCc1ccc2c(c1)OCO2)c1nc2ccccc2s1
i | -1.2 | c1ccc2sc(NC3=NCN(CCN4CCOCC4)CN3)nc2c1
i | -1.6 | Cc1ccc(OCCC(=O)OCC(=O)Nc2ccc(C)cc2Cl)cc1
i | 0.97 | O=C(O)CCCn1cc(NC(=O)c2ccc(F)cc2)cn1
i | -1.6 | O=C(Nc1c(F)cccc1F)C1CCN(C(=O)c2cccs2)CC1
i | -0.43 | COc1cc2c(cc1OC)-c1nnc(-c3cccs3)n1C(C)(C)C2
i | 1.9 | Cc1ccc(NC(=O)c2cc(=O)[nH]c3ccccc23)cc1C
i | 0.94 | CC(C)n1cnnc1SCC(=O)NNC(=O)COc1ccc(Cl)cc1
-6.9* | 1.3 | COc1ccccc1N1CCN(c2nc(C)nc3c2oc2ccccc23)CC1
i | -0.79 | Cn1c(C(=O)NC2CCCCC2)cc2sccc21
i | 0.81 | CCSc1nc(-c2ccc(OC)cc2)ccc1C#N
i | -0.01 | NS(=O)(=O)c1ccc(Nc2nc(-c3cccc([N+](=O)[O-])c3)cs2)cc1
i | 0.93 | NCCN1C(=O)S/C(=C\c2ccc3c(c2)OCO3)C1=O
i | 1.8 | O=C(O)CSc1nnc(CNc2ccc(F)cc2)n1-c1ccccc1
i | 0.35 | CC(NC(=O)C12CC3(C)CC(C)(CC(C)(C3)C1)C2)C(=O)O (stereo unspecified)
i | 0.68 | O=C(CN1CCN(c2cccc(C(F)(F)F)c2)CC1)NCc1ccccc1
i | -0.03 | C=CCOc1ccc(CN(C)C(=O)CN2C(=O)c3ccccc3C2=O)cc1
i | 1.9 | O=C(O)c1ccc(-c2sc(Nc3ccccc3)n[n+]2-c2ccc(F)cc2)cc1
i | -0.29 | CN1CCN(NS(=O)(=O)c2cccs2)CC1
i | -0.6 | COc1cc(OC)c(C(=O)OCN2C(=O)c3ccccc3C2=O)cc1OC
i | -0.36 | COc1cc(/C=N/n2c(-c3ccccc3)n[nH]c2=S)cc(OC)c1OC
i | 0.01 | Cc1cc(NS(=O)(=O)c2ccc(NC(=O)Cc3ccc([N+](=O)[O-])cc3)cc2)no1
i | -1.8 | CCOC(=O)NNC1CC(=O)N(c2ccccc2)C1=O (stereo unspecified)
i | -0.18 | Cc1ccnc(NC(=O)c2ccccc2NC(=O)C(C)(C)C)c1

Structures above that bear a hit mark in KCNQ2 block.
KCNQ2 block | Kir21 inh | canonical_smiles
-6.9* | 1.3 | COc1ccccc1N1CCN(c2nc(C)nc3c2oc2ccccc23)CC1

(more compounds)
KCNQ2 block | Kir21 inh | canonical_smiles
i | 0.09 | O=C(N1CCCC1)C12CCC3CC(CC(C3)C1)C2
i | 1.2 | CC(=O)O[C@]1(C(C)=O)CC[C@H]2[C@@H]3C=CC4=CC(=O)C=C[C@]4(C)[C@H]3CC[C@@]21C
i | -0.33 | CCC1(O)CC(C(=O)OC)=NN1C(=O)c1ccccc1 (stereo unspecified)
i | -0.7 | CN(c1ccc(OCC(=O)Nc2ccc3[nH]c(=O)[nH]c3c2)cc1)S(=O)(=O)c1ccc(Cl)cc1
i | -0.06 | COC(=O)Nc1c(C)n(C)n(-c2ccccc2)c1=O
i | 0.8 | COc1cc(/C=C(\C#N)C(=O)Nc2ccccn2)ccc1O
i | 1 | COc1ccc(CC(=O)N[C@@H](CCSC)c2nc3ccccc3[nH]2)cc1
i | 0.04 | COc1ccc(/C=C/C(=O)NC(CCSC)C(=O)O)cc1 (stereo unspecified)
i | 0.1 | CC1CCc2cc(F)ccc2N1S(=O)(=O)c1ccc(Cl)nc1 (stereo unspecified)
i | -1.4 | CCOC(=O)C1(Cc2cccc(F)c2)CCN(Cc2c(C)nn(CC)c2C)CC1
i | -0.5 | Cc1cccc2sc(N(CCN3CCOCC3)C(=O)CCS(=O)(=O)c3ccccc3)nc12
i | -0.93 | COc1ccc(NC(=O)CSc2nc3c(c(=O)[nH]2)CCC3)cc1OC
i | -2.3 | COc1cc2c(cc1OC)CN(c1nc(CN3CCCC3)nc3sc(C)c(C)c13)CC2
i | 0.33 | COc1cccc(NC(=O)CSc2nnc(CNC(=O)c3ccccc3)n2C)c1
i | -2 | Cc1cccc(-c2cc3nc(-c4ccccc4)cc(=O)n3[nH]2)c1
i | 0.82 | COc1cc(S(=O)(=O)N2CCOCC2)ccc1NC(=O)COC(=O)COc1ccccc1
i | -0.03 | Cn1c(=O)c2sc3c(c2n(CC(=O)Nc2ccccc2)c1=O)COC(C)(C)C3
i | 0.38 | CCOc1ccc2c(c1)nc(C)n2C
i | -3.5 | O=C(NCCCCCNC(=O)c1ccco1)c1ccco1
i | -0.91 | Cc1ccc2nc(N(CCN(C)C)C(=O)c3cc(Cl)sc3Cl)sc2c1
i | 0.43 | O=C(Nc1ccccc1)Nc1ccc2nnsc2c1
i | -1.6 | Cc1ccc(C(=O)Nc2ccc(Cl)cc2C)c(Cl)c1
i | -0.27 | O=C(Cn1nnc(-c2cccs2)n1)N1c2ccccc2Sc2ccc(C(F)(F)F)cc21
i | -1 | COc1ccc(S(=O)(=O)N2N=C(C)Oc3ccccc3C2=O)cc1
i | -0.62 | CC(C)C[C@H](NC(=O)C1CCN(S(=O)(=O)c2ccccc2)CC1)C(=O)NCc1ccncc1
i | -0.07 | Cc1cc(=O)oc2cc(NC(=O)CCC(=O)O)ccc12
i | -0.96 | Cc1c(-c2ccco2)[n+](=O)c2c(n1[O-])CCCCC2
i | -0.9 | COc1ccccc1C(=O)OCC(=O)NC(=O)NCc1ccccc1
i | -0.24 | Cc1ccc(-n2nnc3c(=O)n(Cc4cccc(C)c4)cnc32)cc1
i | -0.37 | COc1ccccc1C1CCN(Cc2ccc(Cl)c(Cl)c2)CC1
i | -0.15 | CCCc1cc(C(=O)Nc2ccc(C#N)cc2)no1
i | -0.4 | COc1ccc(C(=O)O)cc1NCc1cccnc1
i | -1.6 | Cc1ccc(NC(=O)C2CC2C)c(Cl)c1 (stereo unspecified)
-6.2* | -5.4* | C[C@H]1COC2=C1C(=O)C(=O)c1c2ccc2c1CCCC2(C)C
